Screening data deposited in PubChem BioAssay by several laboratories.
PREPL inh: human PREPL enzyme inhibition | recombinant PREPL, fluorescence polarization activity-based probe | inhibition, % at 5.96 µM | actives 0.68% (n = 320,000); in the data active = inhibition above about 43%;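 also: 0% = enzyme with DMSO and 100% = wells lacking enzyme; many of its hits are not listed in these tables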
Efflux pump mplx: antifungal efflux pump inhibition, Nile Red retention; S. cerevisiae Candida pump triplex; inhibition, % at 10 µM; actives 0.44% (n = 330,000);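 active = plate passing quality check with inhibition over a set limit, or well fluorescence over plate mean plus 4 SD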;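 also: Nile Red retained in pooled yeast measured as flow cytometry median fluorescence; 0% = buffer negative control and 100% = Enniatin B positive control; higher means more Nile Red kept so more efflux inhibition; some compounds called inactive have numbers as strong as hits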
* = called active by the depositor.

SMILES	PREPL inh	Efflux pump mplx
CCN(C(=O)COC(=O)/C(C#N)=C/c1ccc(N(C)C)cc1)C1CCS(=O)(=O)C1 (configuration not stated)	6	0.1
O=C(COC(=O)c1ccc([N+](=O)[O-])cc1)NCCC1=CCCCC1	5	-0.1
COc1ccc(C2(c3ccc(OC)cc3)NC(=O)N(CC(=O)Nc3cc(C)on3)C2=O)cc1	-3	0.0
FC(F)(F)c1cc(CCN2CCNC[C@@H]2c2ccccc2)cc(C(F)(F)F)c1	9	0.2
O=C(C[C@@H]1C/C=C\CCCC(=O)OC[C@@H](c2ccccc2)NC1=O)NCCO	9	0.2
O=S(=O)(c1ccc(=S)[nH]c1)N1CCN(Cc2ccccc2)CC1	37	-0.1
CC(=O)c1c(C)[nH]c(C(=O)OCC(=O)Nc2cccnc2Cl)c1C	2	-0.2
C[C@H](CO)N1C[C@H](C)[C@@H](CN(C)CC2CCCCC2)Oc2ccc(NS(C)(=O)=O)cc2C1=O	15	-0.2
COc1ccc(NC(=O)COC(=O)Cc2c[nH]c3ccccc23)cc1Cl	18	-0.4
CCCCOc1ccc(C(=O)OCC(=O)c2c(N)n(C)c(=O)n(C)c2=O)cc1	16	0.2
COc1ccc(CCNC(=O)CSCC(=O)Nc2cc(S(C)(=O)=O)ccc2Cl)cc1	17	0.2
COCCCNC(=O)Cn1cnc2c(OCc3ccccc3)ncnc21	9	-0.1

2 entries from above in another layout:
| SMILES | PREPL inh | Efflux pump mplx |
| --- | --- | --- |
| C[C@H](CO)N1C[C@H](C)[C@@H](CN(C)CC2CCCCC2)Oc2ccc(NS(C)(=O)=O)cc2C1=O | 15 | -0.2 |
| O=S(=O)(c1ccc(=S)[nH]c1)N1CCN(Cc2ccccc2)CC1 | 37 | -0.1 |

Next part
SMILES	PREPL inh	Efflux pump mplx
O=C(COC(=O)c1cccc(F)c1)NC(=O)NCc1ccccc1	4	0.4
COc1cc(OC)cc(C(=O)NCC(=O)OCC(=O)NC(C)CCc2ccccc2)c1 (configuration not stated)	-4	-0.1
CC(C)=CCC[C@](C)(O[C@@H]1O[C@H](CO[C@@H]2OC[C@H](O[C@@H]3OC[C@@H](O)[C@H](O)[C@H]3O)[C@H](O)[C@H]2O)[C@@H](O)[C@H](O)[C@H]1O)C1CC[C@]2(C)C1[C@H](O)CC1[C@@]3(C)CC[C@H](O)C(C)(C)C3[C@@H](O)C[C@]12C (some centres not stated)	8	0.3
COc1cc(CC(=O)OCC(=O)NC2CCCCCC2)cc(OC)c1OC	13	0.1
CN(CC(=O)Nc1cccc(F)c1)CC(=O)Nc1cccc2ccccc12	17	0.0
Cc1cnc(C(=O)OCC(=O)Nc2cccc(S(=O)(=O)N3CCOCC3)c2)cn1	9	-0.2
N#Cc1ccccc1NC(=O)CSc1n[nH]c(=O)n1C1CC1	28	-0.2
COc1ccccc1OCCNC(=O)CCS(=O)(=O)c1ccccc1	4	0.4
O=C(COC(=O)c1cc(=O)[nH]c2ccccc12)Nc1ccccc1F	-11	-0.2
CC(C)C[C@@H](CN1C(=O)C(=O)NC[C@@H]1CC(C)C)NC(=O)Cc1ccccc1	-27	-0.3
O=C(C[C@H]1C/C=C\C[C@H](NC(=O)OCC2c3ccccc3-c3ccccc32)C(=O)O[C@@H](c2ccccc2)CNC1=O)NCCO	22	0.1
NC(=O)C1CCN(c2nc(-c3ccccc3C(F)(F)F)cs2)CC1	12	-0.1

Some of these compounds in order of the PREPL inh value, descending:
| SMILES | PREPL inh | Efflux pump mplx |
| --- | --- | --- |
| N#Cc1ccccc1NC(=O)CSc1n[nH]c(=O)n1C1CC1 | 28 | -0.2 |
| COc1cc(CC(=O)OCC(=O)NC2CCCCCC2)cc(OC)c1OC | 13 | 0.1 |
| Cc1cnc(C(=O)OCC(=O)Nc2cccc(S(=O)(=O)N3CCOCC3)c2)cn1 | 9 | -0.2 |
| COc1ccccc1OCCNC(=O)CCS(=O)(=O)c1ccccc1 | 4 | 0.4 |
| CC(C)C[C@@H](CN1C(=O)C(=O)NC[C@@H]1CC(C)C)NC(=O)Cc1ccccc1 | -27 | -0.3 |

The listing picks up with the 3 entries that preceded the break.
SMILES	PREPL inh	Efflux pump mplx
CC(C)C[C@@H](CN1C(=O)C(=O)NC[C@@H]1CC(C)C)NC(=O)Cc1ccccc1	-27	-0.3
O=C(C[C@H]1C/C=C\C[C@H](NC(=O)OCC2c3ccccc3-c3ccccc32)C(=O)O[C@@H](c2ccccc2)CNC1=O)NCCO	22	0.1
NC(=O)C1CCN(c2nc(-c3ccccc3C(F)(F)F)cs2)CC1	12	-0.1
Cn1c2ccsc2c2ncn(Cc3ccc(F)cc3)c(=O)c21	5	0.5
C[C@H](CO)N1C[C@H](C)[C@@H](CN(C)Cc2ccccc2)Oc2c(NC(=O)Cc3ccccc3)cccc2C1=O	16	-0.1
C[C@H](CO)N1C[C@H](C)[C@@H](CN(C)C(=O)Nc2ccccc2)Oc2ccc(NC(=O)Nc3ccc(C(F)(F)F)cc3)cc2C1=O	13	-0.2
CC(C)[C@H](NC(=O)c1ccccc1F)C(=O)OCC(=O)Nc1sccc1C(N)=O	-1	-0.1
CC(NC(=O)C1CCN(C(=O)c2ccc(F)cc2)CC1)c1ccc(S(N)(=O)=O)cc1 (configuration not stated)	4	0.1
CN1C(=O)[C@H]2[C@@H](/C=C/c3ccccc3)N3C(=O)CN(Cc4ccc(-c5ccccc5)cc4)C(=O)[C@@]3(C)[C@H]2C1=O	2	0.1
O=C(COc1ccccc1F)OCC(=O)c1ccc([N+](=O)[O-])cc1	13	0.0
CCC[C@@H](CN1CCC[C@H]1CN1C(N)=NC[C@@H]1Cc1ccccc1)N1C[C@@H]([C@H](C)CC)N(CCc2ccc(Cl)c(Cl)c2)C1=N	43*	0.2
C[C@H](CO)N1C[C@H](C)[C@@H](CN(C)S(C)(=O)=O)Oc2ccc(NS(=O)(=O)c3cn(C)cn3)cc2C1=O	5	-0.4
Cc1nc2ccc(NS(=O)(=O)c3c(F)cccc3F)cc2s1	14	0.0
Cc1ccc(S(=O)(=O)N2CCC(C(=O)N/N=C/c3cccn3C)CC2)cc1	-4	0.0
C#CCOCCOCCOCCNc1nc(N2CCN(C(=O)[C@H](CCCCN)n3cc([C@@H](N)[C@H](C)CC)nn3)CC2)nc(N2CCN(C(=O)[C@H](CCCCN)n3cc([C@@H](N)CC(N)=O)nn3)CC2)n1	14	-0.3
CC(=O)Nc1ccc(C(=O)CN2C(=O)NC3(CCCCCC3)C2=O)c(F)c1	2	0.0
O=C(CCN1CCOCC1)NNC(=O)c1ccc(Cl)c([N+](=O)[O-])c1	3	0.1
CC1(NC(=O)Nc2cccc(Br)c2)CCS(=O)(=O)C1 (configuration not stated)	-3	-0.3
CC[C@]12c3[nH]c4ccccc4c3CCN1C(=O)C(CC(=O)NCCC1=CCCCC1)C[C@@H]2C(=O)N1CCN(C(=O)c2ccco2)CC1 (some centres not stated)	14	-0.1
O=C(OCC(=O)N1CCC(Cc2ccccc2)CC1)c1ccccc1O	12	0.0
O=C(NN1CCOCC1)c1c(-c2ccccc2)sc2ccccc12	-6	-0.2
O=C(c1ccc(Cl)c(S(=O)(=O)N2CCc3ccccc32)c1)N1CCN(c2ccccc2O)CC1	21	0.1
CCN(C[C@H]1N[C@@](C)(C(=O)OC)[C@H]2C(=O)N(C)C(=O)[C@@H]12)C(=O)C1CCCCC1	24	-0.5
O=C(COc1ccccc1/C=C1\SC(=S)NC1=O)Nc1ccc(F)cc1	14	-0.2
COCCN(C(=O)COC(=O)Cc1c(C)nc2ccccc2c1C)c1c(N)n(CC(C)C)c(=O)[nH]c1=O	5	0.3
CCC1Nc2ncnc(N3CCCCC3)c2N(Cc2ccc(C)cc2)C1=O (configuration not stated)	3	0.1
Cc1cc(C)cc(C(=O)NCC(=O)N2CCC(C(N)=O)CC2)c1	19	0.1
C[C@H](CO)N1C[C@H](C)[C@@H](CN(C)CC2CCCCC2)Oc2c(NS(=O)(=O)c3cccs3)cccc2C1=O	18	0.3
CC1(C)C2CCC1(CS(=O)(=O)N1CCCC1C(=O)O)C(=O)C2 (configuration not stated)	-1	0.0
Cc1ccc(C)c(NC(=O)CN(C)C(=O)C2=NNC(=O)CC2)c1	4	0.1
COc1ccc(NC(=O)[C@@H](NS(=O)(=O)c2cccc(Cl)c2)C(C)C)cc1S(=O)(=O)N1CCOCC1	7	0.2
COc1cccc(C(=O)NNC(=O)CCN2CCN(c3ccccc3)CC2)c1	21	-0.1
C[C@H](CO)N1C[C@H](C)[C@@H](CN(C)S(=O)(=O)c2ccccc2)Oc2ccc(NC(=O)Nc3ccc(C(F)(F)F)cc3)cc2C1=O	12	-0.2
Nc1[nH]n(-c2c(Cl)cc(Cl)cc2Cl)c(=O)c1N=Nc1ccc(S(=O)(=O)Nc2ncccn2)cc1	10	-0.1
COc1ccccc1NS(=O)(=O)c1cc(N)ccc1N1CCOCC1	11	0.1
CC(C)(C)OC(=O)C[C@@H]1C/C=C\C[C@@H](CC(=O)N[C@H](CO)Cc2ccccc2)C(=O)NC[C@@H](c2ccccc2)OC1=O	21	0.0
O=C1NC[C@H](c2ccccc2)OC(=O)[C@@H](Cc2ccc(F)cc2)CC/C=C/C[C@@H]1CC(=O)N(CCO)Cc1ccccc1	18	0.3
CCOc1cc(N2CCOCC2)c(OCC)cc1NC(=O)COC(=O)c1c(CC)noc1C	27	0.1
O=C(NC[C@@H]1CCCO1)c1cccc2c1C(=O)c1ccc(N3CCOCC3)cc1S2(=O)=O	4	-0.1
COc1ccc(Cl)cc1NC(=O)COC(=O)c1ccc(Br)o1	15	-0.1
COc1cccc(C(=O)OCC(=O)NCc2ccc3c(c2)OCO3)c1OC	21	-0.1
N#Cc1ccsc1NC(=O)CSc1nncs1	10	-0.2
COc1ccc(NS(=O)(=O)c2ccc(O)c(NS(=O)(=O)c3ccc(NC(C)=O)cc3)c2)cc1	28	-0.1
COc1ccc(NC(=O)Nc2ccc3c(c2)C(=O)N([C@H](C)CO)C[C@H](C)[C@@H](CN(C)C(=O)NC2CCCCC2)O3)cc1	15	0.4
C[C@H]1CN([C@@H](C)CO)C(=O)c2cccc(NC(=O)Nc3ccc(C(F)(F)F)cc3)c2O[C@@H]1CN(C)S(=O)(=O)c1ccccc1	24	1.4
Cc1cc(NS(=O)(=O)c2ccc(NC(=O)CNS(=O)(=O)c3ccccc3)cc2)nc(C)n1	7	-0.1
Cc1cc(C(=O)OCC(=O)Nc2ccccc2C(F)(F)F)on1	10	0.1
COc1ccccc1OCC(=O)NC1CCCCCCC1	15	0.4
O=C(Nc1cc(S(=O)(=O)Nc2ccccc2F)ccc1Cl)c1ccc(F)cc1F	14	-0.2
COc1ccc(CNC(=O)CN2C(=O)NC(c3ccccc3)(c3ccccc3)C2=O)cc1	-38	0.1
O=C(COC(=O)C12CC3CC(CC(C3)C1)C2)NNC(=O)c1ccccc1	11	0.4
O=C(COC(=O)c1ccc([N+](=O)[O-])cc1)Nc1ccccc1C(=O)NC1CC1	-4	-0.2
CN(C(=O)COC(=O)c1cncc(Br)c1)C1CCCCC1	11	-0.1
O=C(OCC(=O)c1ccc[nH]1)c1ccc(C(F)(F)F)cc1	2	-0.1
CC(=O)Nc1ccc(S(=O)(=O)NCC(=O)OCC(=O)c2ccc[nH]2)cc1	12	0.0
CCN(CC)S(=O)(=O)c1ccc(N2CCOCC2)c(NC(=O)c2[nH]c(C)c(C(C)=O)c2C)c1	8	0.1
CCN(CC(=O)Nc1cc(Cl)ccc1C)C(=O)CC1CCCC1	-3	-0.2
CC(C)=CCC/C(C)=C/CNC(=O)CC1C[C@H](C(=O)N2CCCCC2)[C@@]2(C)c3[nH]c4ccccc4c3CCN2C1=O (some centres not stated)	5	0.0
O=C(Nc1cccc(S(=O)(=O)NC2=NCCC2)c1)c1ccccc1	7	0.0
CCOc1ccc(S(=O)(=O)Nc2cc(NS(=O)(=O)c3ccc(OCC)cc3)cc(C(=O)O)c2)cc1	18	0.1
O=C(COC(=O)c1ccc[nH]c1=O)Nc1ccc(N2CCCCC2)cc1	14	0.4
O=C(COC(=O)/C=C/c1ccc(S(=O)(=O)N2CCOCC2)cc1)Nc1ccc(F)c(F)c1F	12	-0.4
Cc1noc(C)c1COc1ccc(C(=O)N2CCN(S(=O)(=O)c3cccc(F)c3)CC2)cc1	7	0.1
Further results.
SMILES	PREPL inh	Efflux pump mplx
C[C@H](CO)N1C[C@H](C)[C@@H](CN(C)S(C)(=O)=O)Oc2ccc(N(C)C)cc2C1=O	17	-0.1
COc1ccc(C(=O)O)cc1S(=O)(=O)NC1CCN(Cc2ccccc2)CC1	5	-0.1
CC(C)N(C(=O)[C@H]1CC(CC(=O)NCc2ccco2)C(=O)N2CCc3c([nH]c4ccccc34)[C@]12C)C(C)C (some centres not stated)	12	-0.1
C=CCC[C@H](Cc1ccc(F)cc1)C(=O)OC[C@@H](C)NC(=O)[C@H](CC=C)CC(=O)NCCO	10	0.0
C[C@H](CO)N1C[C@H](C)[C@@H](CN(C)S(=O)(=O)c2ccccc2)Oc2c(NC(=O)Nc3ccccc3)cccc2C1=O	33	0.7
CC(C)(C)OC(=O)C[C@@H]1C/C=C\C[C@@H](CC(=O)N[C@H](CO)Cc2ccccc2)C(=O)N2CCC[C@@H]2COC1=O	8	0.4
CC(=O)N1CCN(c2ccc(S(=O)(=O)N3CCOCC3)cc2[N+](=O)[O-])CC1	25	0.0
O=C(CN1C(=O)NC2(CCc3ccccc32)C1=O)Nc1c(Cl)cccc1Cl (configuration not stated)	0	0.1
COc1ccc(S(=O)(=O)N2CCOCC2)cc1NC(=O)COC(=O)c1[nH]c(C)c(C(C)=O)c1C	9	0.1
COc1ccc(C(=O)OCC(=O)Nc2c(C)n(C)n(-c3ccccc3)c2=O)cc1	12	-0.1
Cc1nnc(NC(=O)c2ccc(S(=O)(=O)N3CCCCC3)cc2)s1	4	-0.1
CCN(C[C@H]1N[C@@](Cc2ccccc2)(C(=O)OC)[C@H]2C(=O)N(Cc3ccccc3)C(=O)[C@@H]12)C(=O)Nc1ccc(C)cc1	1	0.2
CCN(c1ccccc1)S(=O)(=O)c1ccc(Cl)c(NC(=O)CNC(C)c2ccccc2)c1 (configuration not stated)	3	0.3

Some of the compounds tested; rates above refer to the full screens.
